Screening data from PubChem BioAssay.
ARNT-TACC3 inh: disruptors of ARNT/TACC3 protein interaction, primary screen, biochemical, AlphaScreen, single concentration; Transforming acidic coiled-coil-containing protein 3 (Homo sapiens), Q9Y6A5; AlphaScreen His-ARNT PAS-B/GST-TACC3 binding, luminescence; TACC3 fragment carries E629A point mutation; inhibition, % at 9.99 µM; 390,000 tested, 0.66% active; AID 623870, 2012;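 active = mean inhibition of replicates at least 50% and at least half of replicates each reaching 50%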;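 also: 0% = complete ARNT plus TACC3 wells and 100% = ARNT alone without TACC3; many hits fall short of the cut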
ERAP1 HTS inh: human ERAP1 aminopeptidase inhibitors, primary screen, biochemical, single point, plate reader; inhibition, % at 10.7 µM; Endoplasmic reticulum aminopeptidase 1 (Homo sapiens), Q9NZ08; 340,000 tested, 0.15% active; recombinant ERAP1, Leu-AMC fluorescence, 60 min;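 active = mean replicate inhibition of at least 30%, or all replicates individually reaching that 30% level; inactive = mean below 30% and not every replicate reaching it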;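 also: 0% = neutral control wells and 100% = L-leucinethiol positive control wells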
Target sequence (Q9NZ08 whole entry, looked up): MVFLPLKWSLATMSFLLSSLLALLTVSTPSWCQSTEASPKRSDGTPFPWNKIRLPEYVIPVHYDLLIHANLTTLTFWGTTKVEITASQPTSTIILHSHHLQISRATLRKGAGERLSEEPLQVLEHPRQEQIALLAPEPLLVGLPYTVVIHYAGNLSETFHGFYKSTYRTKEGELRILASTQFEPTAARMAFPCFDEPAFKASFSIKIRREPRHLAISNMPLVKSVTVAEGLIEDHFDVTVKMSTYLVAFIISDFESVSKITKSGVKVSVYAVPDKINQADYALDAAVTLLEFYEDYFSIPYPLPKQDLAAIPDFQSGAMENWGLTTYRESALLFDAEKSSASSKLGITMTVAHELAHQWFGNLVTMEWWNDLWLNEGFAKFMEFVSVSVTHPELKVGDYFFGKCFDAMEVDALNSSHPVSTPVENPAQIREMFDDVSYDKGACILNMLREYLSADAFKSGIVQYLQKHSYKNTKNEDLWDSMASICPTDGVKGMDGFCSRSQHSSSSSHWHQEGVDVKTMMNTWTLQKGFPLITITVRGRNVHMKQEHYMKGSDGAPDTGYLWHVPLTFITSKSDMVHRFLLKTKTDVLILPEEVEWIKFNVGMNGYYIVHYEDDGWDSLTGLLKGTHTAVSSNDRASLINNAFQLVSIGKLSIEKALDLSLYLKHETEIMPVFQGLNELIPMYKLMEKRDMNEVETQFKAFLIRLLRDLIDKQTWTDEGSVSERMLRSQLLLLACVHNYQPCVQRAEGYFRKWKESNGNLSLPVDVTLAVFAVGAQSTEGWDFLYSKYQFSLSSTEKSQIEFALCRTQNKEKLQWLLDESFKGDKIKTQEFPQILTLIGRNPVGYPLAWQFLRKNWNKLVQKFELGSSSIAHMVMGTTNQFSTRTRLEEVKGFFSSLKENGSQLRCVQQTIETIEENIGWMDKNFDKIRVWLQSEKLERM
RAD52 inh: RAD52 DNA annealing inhibitors, primary screen, biochemical, FRET, single point, set 2; inhibition, % at 18.7 µM; DNA repair protein RAD52 homolog (Homo sapiens), P43351; 360,000 tested, 0.46% active; recombinant RAD52 DNA annealing, FRET fluorescence;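 active = every replicate showing at least 50% inhibition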
XiGFP reactiv: activators of inactive X chromosome reactivation, primary screen, imaging, XiGFP fibroblasts, GFP high-content imaging, set 2. activation, % at 7.58 µM. XiGFP mouse fibroblasts, % GFP-positive cells imaging, 3 d; cells co-treated with 5-aza-dC sensitizer; scaled so ellipticine positive control = 100%. 360,000 tested, 0.055% active;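 active = mean normalized replicate activation at least 10% and every replicate at or above 10%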;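 also: 0% = median of on-plate neutral control wells and 100% = ellipticine 6 µM median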
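System: SV40-immortalized XiGFP fibroblast cells, line 68-5-11 / Incubation: 3-day compound exposure, then 15 min fixation at room temperature / Compound: single concentration per compound, delivered by pin transfer / Buffer or medium: DMEM plus 5-aza-dC sensitizer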
CFTR F508del cor: F508del CFTR correction, initial screen, CFBE line, single point. CFBE cells, YFP halide quenching; stimulated with forskolin plus potentiator P3; % fluorescence drop versus neutral controls. activity (quench increase), % at 7.58 µM. 350,000 tested, 0.36% active;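 active = mean added fluorescence quench of at least 8% versus neutral control, with both replicates also reaching 8%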;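 also: cells transiently co-express mutant CFTR-F508del with the halide-sensitive YFP; corrector assay measuring rescue of mutant channel to the surface after 24 h compound exposure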
esBAF inh: Bmi1 luciferase reporter increase in mESCs, primary screen, esBAF inhibitor project, mouse ES cells, Bmi1 luciferase knock-in, single point. 350,000 tested, 2% active. 24 h; 100% = twice the neutral-well signal. reporter increase, % at 12.5 µM. AID 602393, 2012; in the data active = activation above about 40%;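 also: 0% = median of the plate's neutral control wells and 100% = double that signal; a rise in the Bmi1 reporter signal indicates esBAF inhibition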
INS-1E GSIS act: GLuc luminescence reporter in INS-1E cells, primary screen for activators of glucose-dependent secretion of insulin; activation, % at 16.6 µM; 370,000 tested, 0.61% active; INS-1E GLuc reporter insulin secretion, 2-3 h;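 active = lowest replicate activation of at least 40%, so every replicate reaches that level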;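 also: 0% = median of neutral control wells and 100% = median of IBMX positive control wells; some compounds called inactive have numbers as strong as hits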
RAD54 branch: inhibitors of human RAD54 branch migration, primary screen, biochemical, fluorescence, single point. inhibition, % at 10.4 µM. RAD54 Holliday junction branch migration, FAM/BHQ fluorescence. 360,000 tested, 0.14% active. DNA repair and recombination protein RAD54-like (Homo sapiens), Q92698;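 active = mean normalized replicate activity at least 40 and at least half of replicates scoring 40 or more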;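 also: 0% = median of neutral control wells and 100% = median of positive control wells; inhibitors cause a drop in the FAM fluorescence signal; in these data hits start at about 50%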
Active calls of the source: *; i = inactive; / = no result given; & = joins results of further samples.

SMILES	ARNT-TACC3 inh	ERAP1 HTS inh	RAD52 inh	XiGFP reactiv	CFTR F508del cor	esBAF inh	INS-1E GSIS act	RAD54 branch
Cc1cc(Cl)ccc1C(=O)C1CCCN(C(=O)c2cc(C(C)C)no2)C1 (stereo not given)	5	-3	-16	0.1	1.3	-5	-17	-4
O=C(COC(=O)COc1ccccc1F)Nc1ccc2c(c1)OCO2	0	2	-14	-0.1	1.2	-10	5	2
CC(C)(C)S(=O)N1Cc2cc(C(=O)N3CCOCC3)nc(-c3cccc(Br)c3)c2[C@H]1CCO (stereo not given in full)	/	-1	-21	-0.1	4.0	-2	-4	-14
C[C@H](CO)N1C[C@H](C)[C@@H](CN(C)S(=O)(=O)c2cn(C)cn2)Oc2ccc(NC(=O)c3ccncc3)cc2CC1=O	-12	0	-6	0.0	1.8	-1	13	7
C[C@@H]1CN([C@@H](C)CO)C(=O)c2cc(C#Cc3ccc(F)cc3)cnc2O[C@@H]1CN(C)S(C)(=O)=O	-1	1	-6	-0.8	-4.2	-6	11	2
NC(=O)CCN(Cc1ccccc1)S(=O)(=O)c1ccccc1	-1	3	-11	/	/	-14	1	-5
CN(N=Nc1ccc([N+](=O)[O-])cc1)c1ccccc1	6	5	i	0.0	-2.4	/	-4	-2
Cc1cccc(-c2ccc([C@@H]3[C@H]4CN(C(=O)c5cccnc5)CCCCN4[C@H]3CO)cc2)c1	-17	-1	1	0.2	1.0	/	-11	5
CCn1c(=O)c(C(=O)NCc2ccccc2)c(O)c2ccccc21	-5	2	3	0.2	1.6	-1	1	2
CCOc1ccc(N2CC(C(=O)NCCc3ccccc3)CC2=O)cc1 (stereo not given)	-2	0	-4	0.0	-3.2	0	19	-9
N/C(CN1CCSCC1)=N\OCc1c(F)cccc1Cl	-1	0	-11	0.0	0.6	/	/	-5
COc1ccc(S(=O)(=O)Nc2ccc3c(c2)CC(=O)N([C@@H](C)CO)C[C@@H](C)[C@H](CN(C)S(=O)(=O)c2cn(C)cn2)O3)cc1	3	1	0	-0.3	-1.4	-4	-5	-1
Oc1ccc(C=NC2CCCCC2)c(O)c1	2	-3	-20	0.1	-0.3	/	-12	/
Cc1cc(NC(=O)COC(=O)CCS(=O)(=O)c2ccc(Cl)cc2)no1	-4	-2	-25	0.1	0.4	-4	7	-2
O=C(c1ccccc1-c1ccccc1)N1CCCCC1	-3	-13	1	0.0	-3.5	/	-3	/
O=C(COC(=O)c1cccs1)Nc1cccc(S(=O)(=O)NC2=NCCCCC2)c1	4	-2	-1	0.4	0.2	/	2	/
C[C@@H]1CN([C@H](C)CO)C(=O)CCCn2cc(nn2)CO[C@H]1CN(C)S(=O)(=O)c1cccc(F)c1	-9	2	0&11	0.1&0.0	0.4&3.9&-1.0	1&4&5	19&-1	-4&-4
O=C1COc2cc(S(=O)(=O)CCC(=O)N3CCCCC3)c(Cl)cc2N1	-1	7	1	0.0	-0.5	-2	7	-1
O=C(CC1C[C@H](C(=O)N2CCOCC2)[C@@]2(CCC3CCCC3)c3[nH]c4ccccc4c3CCN2C1=O)NCCc1ccccn1 (stereo not given in full)	2	/	-21	0.0	1.6	16	-40	8
O=C(NCC1CC1)[C@]1(C(F)(F)F)C[C@H](CCC2CCCCC2)CCCO1	-2	-2	-5	0.1	-0.3	-6	22	-3
COc1ccc(N2CCN(C(=O)CCSCc3ccccc3F)CC2)cc1	7	2	1	0.5	1.0	/	-11	/
CN(C)C(CNC(=O)CSc1nc2sc3c(c2c(=O)n1C)CCCC3)c1ccccc1 (stereo not given)	2	1	3	0.0	3.6	0	/	5
CCc1nn(CC(=O)N2CCC(C)CC2)c(=O)c2cccn12	-7	-1	0	0.0	-5.6	6	4	-1
Cc1cc(F)ccc1NC(=O)C1CSC2(C)CCC(=O)N12 (stereo not given)	2	2	0	0.4	1.9	-2	34	9
Oc1[nH]c2ccccc2c1N=NC(=S)NCCc1ccccc1	-3	4	-2	1.2	/	/	1	9
Cc1nc(N)c(Br)c(C)c1Br	20	-7	-14	0.1	3.1	/	1	/
CC(CC(=O)c1cccs1)CC(=O)c1cccs1	7	-1	-26	/	-0.4	70*	15	-2
C[C@@H]1CN([C@@H](C)CO)C(=O)c2cccc(NC(=O)c3cnccn3)c2O[C@H]1CN(C)C(=O)Nc1ccc(F)cc1	16	-3	-2	0.0	0.2	-2	15	0
N#C[C@@H]1[C@@H](c2ccccc2)[C@H](CO)N1C(=O)Nc1cccc(F)c1	1	-1	-2	0.0	2.6	-1	-4	9
Cc1nc(NCCc2ccc(O)cc2)c2nnn(Cc3ccccc3)c2n1	7	1	5	0.0	4.0	2	/	6

Compound profiles, as listed above.
Shown for Cc1cccc(-c2ccc([C@@H]3[C@H]4CN(C(=O)c5cccnc5)CCCCN4[C@H]3CO)cc2)c1 = ARNT-TACC3 inh = -17; ERAP1 HTS inh = -1; RAD52 inh = 1; XiGFP reactiv = 0.2; CFTR F508del cor = 1.0; esBAF inh = /; INS-1E GSIS act = -11; RAD54 branch = 5
Shown for C[C@@H]1CN([C@@H](C)CO)C(=O)c2cc(C#Cc3ccc(F)cc3)cnc2O[C@@H]1CN(C)S(C)(=O)=O = ARNT-TACC3 inh = -1; ERAP1 HTS inh = 1; RAD52 inh = -6; XiGFP reactiv = -0.8; CFTR F508del cor = -4.2; esBAF inh = -6; INS-1E GSIS act = 11; RAD54 branch = 2

Other entries follow:
SMILES	ARNT-TACC3 inh	ERAP1 HTS inh	RAD52 inh	XiGFP reactiv	CFTR F508del cor	esBAF inh	INS-1E GSIS act	RAD54 branch
CNC[C@H]1Oc2cc(-c3ccccc3OC)ccc2S(=O)(=O)N([C@@H](C)CO)C[C@@H]1C	-6	2	-15	0.0	-0.8	-8	18	-2
COc1ccc(CCN(C)Cc2nc(-c3cnccn3)no2)cc1OC	-3	0	-6	0.4	1.6	/	15	3
CO[C@H]1CC[C@@H]2CCN(C)C(=O)CCCN(C)C(=O)c3cccc(C#N)c3OC[C@@H]1O2	13	-2	-1	0.2	/	0	16	4
CCC(CC)C(=O)Nc1nnc(S(=O)(=O)Nc2ccc(OC)cc2)s1	-1	-2	1	-0.1	0.8	-2	/	-6
Cc1cc(=O)oc2c(C)c(OCC(=O)NCCCN3CCCC3=O)ccc12	-1	2	-13	0.3	0.5	1	1	15
CCOC(=O)C1CCN(S(=O)(=O)c2ccc3c(c2)N(C)C(=O)CC(=O)N3C)CC1	-3	0	-10	0.1	-0.7	5	10	14
Cc1ccc(NC(=O)CCCN2C(=O)/C(=C/C=C/c3ccccc3)SC2=S)cc1	-27	/	/	-0.1	/	-12	61	-7
COc1ccc(CC(=O)Nc2ccc(OC(C)=O)cc2C(=O)O)cc1	-2	3	-14	-0.1	-1.4	/	11	/
Cc1cc(NS(=O)(=O)c2ccc(NC(=O)/C=C/c3ccccc3)cc2)no1	4	-1	-13	0.5	-0.1	-3	7	5
C[C@@H]1CN([C@H](C)CO)C(=O)c2cc(C#Cc3ccccn3)cnc2O[C@H]1CN(C)Cc1cncnc1	-4	-4	-61	-0.5	1.1	1	10	-5

esBAF inh, what is marked active above.
| SMILES | ARNT-TACC3 inh | ERAP1 HTS inh | RAD52 inh | CFTR F508del cor | esBAF inh | INS-1E GSIS act |
| --- | --- | --- | --- | --- | --- | --- |
| CC(CC(=O)c1cccs1)CC(=O)c1cccs1 | 7 | -1 | -26 | -0.4 | 70* | 15 |

Going on with the list:
SMILES	ARNT-TACC3 inh	ERAP1 HTS inh	RAD52 inh	XiGFP reactiv	CFTR F508del cor	esBAF inh	INS-1E GSIS act	RAD54 branch
Cc1ccc(Cl)cc1N1CCN(C(=O)c2noc(C(C)C)c2[N+](=O)[O-])CC1	-11	4	-1	0.1	0.5	-8	-6	-5
CCOc1ccccc1NC(=O)COC(=O)C1COc2ccccc2O1 (stereo not given)	/	-2	-12	0.0	-1.4	2	2	5
CCN(CC(=O)Nc1ccc(NC(C)=O)cc1)C(=O)c1cc2c(s1)CCCC2	4	3	-11	0.4	-1.4	10	-8	3
COc1cccc2c1O/C(=N\O)C(C(=O)Nc1cccc(Br)c1)C2 (stereo not given)	-2	0	1	0.0	2.4	21	-28	13
CC(C)NC(=O)Nc1ccc2c(c1)C(=O)N([C@H](C)CO)C[C@H](C)[C@H](CN(C)CC1CC1)OCCCC[C@@H](C)O2	-8	2	-2	0.4	-1.6	-2	4	15
C[C@H](CO)N1C[C@H](C)[C@H](CN(C)CC2CCCCC2)Oc2ccc(NC(=O)Cc3cn(C)c4ccccc34)cc2C1=O	9	-2	17	0.2	1.5	4	-15	0
OCCCNc1ncnc2c1ncn2[C@H]1CN(Cc2ccc(Cl)cc2)C[C@@H](CO)O1	/	-1	-37	0.2	0.4	-14	32	-8
CCc1nc2c(OCC(=O)c3ccc(F)cc3)cccn2c1N(C)C(=O)C(C)C	/	1	-25	0.0	0.5	-1	/	13

Another view of 13 compounds above.
Each structure is followed by: ARNT-TACC3 inh, ERAP1 HTS inh, RAD52 inh, XiGFP reactiv, CFTR F508del cor, esBAF inh, INS-1E GSIS act, RAD54 branch
CCOC(=O)C1CCN(S(=O)(=O)c2ccc3c(c2)N(C)C(=O)CC(=O)N3C)CC1
 : -3, 0, -10, 0.1, -0.7, 5, 10, 14
Cc1ccc(NC(=O)CCCN2C(=O)/C(=C/C=C/c3ccccc3)SC2=S)cc1
 : -27, /, /, -0.1, /, -12, 61, -7
COc1ccc(CC(=O)Nc2ccc(OC(C)=O)cc2C(=O)O)cc1
 : -2, 3, -14, -0.1, -1.4, /, 11, /
Cc1cc(NS(=O)(=O)c2ccc(NC(=O)/C=C/c3ccccc3)cc2)no1
 : 4, -1, -13, 0.5, -0.1, -3, 7, 5
C[C@@H]1CN([C@H](C)CO)C(=O)c2cc(C#Cc3ccccn3)cnc2O[C@H]1CN(C)Cc1cncnc1
 : -4, -4, -61, -0.5, 1.1, 1, 10, -5
Cc1ccc(Cl)cc1N1CCN(C(=O)c2noc(C(C)C)c2[N+](=O)[O-])CC1
 : -11, 4, -1, 0.1, 0.5, -8, -6, -5
CCOc1ccccc1NC(=O)COC(=O)C1COc2ccccc2O1 (stereo not given)
 : /, -2, -12, 0.0, -1.4, 2, 2, 5
CCN(CC(=O)Nc1ccc(NC(C)=O)cc1)C(=O)c1cc2c(s1)CCCC2
 : 4, 3, -11, 0.4, -1.4, 10, -8, 3
COc1cccc2c1O/C(=N\O)C(C(=O)Nc1cccc(Br)c1)C2 (stereo not given)
 : -2, 0, 1, 0.0, 2.4, 21, -28, 13
CC(C)NC(=O)Nc1ccc2c(c1)C(=O)N([C@H](C)CO)C[C@H](C)[C@H](CN(C)CC1CC1)OCCCC[C@@H](C)O2
 : -8, 2, -2, 0.4, -1.6, -2, 4, 15
C[C@H](CO)N1C[C@H](C)[C@H](CN(C)CC2CCCCC2)Oc2ccc(NC(=O)Cc3cn(C)c4ccccc34)cc2C1=O
 : 9, -2, 17, 0.2, 1.5, 4, -15, 0
OCCCNc1ncnc2c1ncn2[C@H]1CN(Cc2ccc(Cl)cc2)C[C@@H](CO)O1
 : /, -1, -37, 0.2, 0.4, -14, 32, -8
CCc1nc2c(OCC(=O)c3ccc(F)cc3)cccn2c1N(C)C(=O)C(C)C
 : /, 1, -25, 0.0, 0.5, -1, /, 13

Not a hit list, and some 3.3% of all compounds hit somewhere here.
